Nrf2 block – inhibitors of Nrf2 signaling | A549 ARE-Fluc reporter, luciferase luminescence, 18-24 h | Potency, µM (highest dose often 46 µM), inactives show at the top dose activity change, negative = inhibition, most hits filed as inhibitors | 360,000 compounds, 2.1% hits | AID 504444; note: potency is the fitted concentration of half-maximal effect; % is set by controls: 0 for no effect and ±100 for the full control effect; nearly all actives have a fitted effect of over 60% in size
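In this cell-based qHTS, ARE-driven firefly luciferase in A549 cells reports Nrf2 activity; the luminescent signal after BugLite lysis is the measured value, with a prior CellTiter-Fluor read for cell health.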
ATXN viability – reduces viability in counter-screen for ATXN expression inhibitors. Potency, µM (top dose mostly 56.7 µM), usual class: cytotoxic. S2 cells (HEK-293 line with an ATXN2-luciferase reporter) viability, CellTiter-Fluor protease fluorescence, 24 h. 400,000 compounds, 0.49% hits. AID 651635; note: potency is the fitted concentration of half-maximal effect; nearly all actives have a fitted effect of over 40% in size
Nrf2 ARE act – activators of Nrf2 (ARE) signaling | 410,000 compounds, 0.31% hits | Potency, µM (series often up to 46.1 µM), inactives show at the top dose activation, usual class: activators | AID 624171 | AREc32 ARE-luciferase reporter (MCF7-derived line), luminescence, 24 h; note: potency is the fitted concentration of half-maximal effect; % of control where 0% means no effect; nearly all actives have a fitted effect of over 65% in size
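AREc32_Fluc, 1000 cells/well, OPTI-MEM + 5% FBS, o/n 37 deg C 5% CO2; 23 nL cpd by pin tool, 24 hr; Steady-Glo 30 min RT, luminescence.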
TGFb SMAD3 inh – blocks TGF-b signaling; HepG2 CAGA-GFP TGF-b/SMAD3 reporter, GFP fluorescence, 18 h; TGF-beta stimulated, 500 pg/mL final; Potency, µM (titrated, usually from 46.1 µM), for the others: at the top dose activity, negative = inhibition, hits mostly inhibitors; 410,000 compounds, 1.2% hits; AID 588855; note: potency is the fitted concentration of half-maximal effect; % is set by controls: 0 for no effect and ±100 for the full control effect; nearly all actives have a fitted effect of over 65% in size
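GFP signal (ex488/em500-530) from TGF-beta-stimulated HEPG2 CAGA-GFP cells, 500 pg/mL final, 18 h at 37 degrees C in DMEM plus 1% FBS, normalized to unstimulated and DMSO-stimulated controls.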
A549 viability – counter-screen for Nrf2 inhibitors: cytotoxicity in A549 cells; A549 ARE-Fluc cells, CellTiter-Fluor viability, 18-24 h; Potency, µM (doses to about 46 µM), without a hit: at the highest dose activity change, negative = cytotoxicity, usual class: inhibitors; AID 504648; 390,000 compounds, 0.16% hits; note: potency is the fitted concentration of half-maximal effect; % is set by controls: 0 for no effect and ±100 for the full control effect
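Cytotoxicity counterscreen: CellTiter-Fluor fluorescence was measured in A549 ARE_Fluc cells after 18-24 h of compound exposure in a concentration series. The subsequent BugLite luminescent read reports ARE-luciferase activity.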
ATXN2 expr inh – ATXN2 expression inhibition; HEK-293 ATXN2-luciferase reporter, luminescence, 24 h; Potency, µM (series often up to 57 µM), for inactives: top-dose activity change, negative = inhibition, most hits filed as inhibitors; 360,000 compounds, 0.72% hits; note: potency is the fitted concentration of half-maximal effect; % is set by controls: 0 for no effect and ±100 for the full control effect; nearly all actives have a fitted effect of over 55% in size
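ATXN2-luciferase reporter cells (luciferase flanked by upstream and downstream ATXN2 gene portions) were treated 24 h at 37 °C with compounds at up to 57 uM. SteadyGlo luminescence gave expression; GF-AFC fluorescence gave viability.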
HepG2 viability – counter-screen for TGF-b inhibitors: cytotoxicity in HepG2 cells. HepG2 CAGA-GFP viability, ATP luminescence, 18 h. Potency, µM (doses to about 46.1 µM), inactives show at the highest dose activity change, negative = cytotoxicity, actives largely listed as cytotoxic. 410,000 compounds, 0.76% hits. AID 588856; note: potency is the fitted concentration of half-maximal effect; some results filed as inactive show a strong effect at the top dose
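HepG2 CAGA-GFP cells (1000/well, DMEM with 1% FBS) received compound, then TGF-beta at 500 pg/mL final, and were incubated 18 hours at 37 degrees C. Viability was read by CellTiter-Glo luminescence. Media-only wells were set as complete cell-killing and DMSO as no toxicity.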
IL-2 act – activators of IL-2; 360,000 compounds, 0.065% hits; IL-2 activation reporter assay, cell-based qHTS; stimulated with anti-CD3/CD4/CD28 beads; in transgenic mouse T cells; AID 652025; activation, % (series mostly up to about 46 µM); in the data active = activation above about 50%; inconclusive = mostly about 30% to 49%; note: 0% is about no effect
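First, unstimulated transgenic mouse T cells were exposed to compound for 60 min. Next, anti-CD3/anti-CD4-coated beads with anti-CD28 were added. Finally, after 18 h at 37 degrees C, EGFP and DsRed were imaged.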
EPAC2 ag – EPAC2 (human) agonism. Q8WZA2. EPAC2 activation, biochemical qHTS; response scale: 100% = 6.5 mM cAMP response. Potency, µM (top dose mostly 154 µM), without a hit: at the top dose activation, actives largely listed as activators. 360,000 compounds, 0.079% hits. AID 720711; note: potency is the fitted concentration of half-maximal effect; nearly all actives have a fitted effect of over 50% in size
Target sequence (Q8WZA2 whole entry, looked up): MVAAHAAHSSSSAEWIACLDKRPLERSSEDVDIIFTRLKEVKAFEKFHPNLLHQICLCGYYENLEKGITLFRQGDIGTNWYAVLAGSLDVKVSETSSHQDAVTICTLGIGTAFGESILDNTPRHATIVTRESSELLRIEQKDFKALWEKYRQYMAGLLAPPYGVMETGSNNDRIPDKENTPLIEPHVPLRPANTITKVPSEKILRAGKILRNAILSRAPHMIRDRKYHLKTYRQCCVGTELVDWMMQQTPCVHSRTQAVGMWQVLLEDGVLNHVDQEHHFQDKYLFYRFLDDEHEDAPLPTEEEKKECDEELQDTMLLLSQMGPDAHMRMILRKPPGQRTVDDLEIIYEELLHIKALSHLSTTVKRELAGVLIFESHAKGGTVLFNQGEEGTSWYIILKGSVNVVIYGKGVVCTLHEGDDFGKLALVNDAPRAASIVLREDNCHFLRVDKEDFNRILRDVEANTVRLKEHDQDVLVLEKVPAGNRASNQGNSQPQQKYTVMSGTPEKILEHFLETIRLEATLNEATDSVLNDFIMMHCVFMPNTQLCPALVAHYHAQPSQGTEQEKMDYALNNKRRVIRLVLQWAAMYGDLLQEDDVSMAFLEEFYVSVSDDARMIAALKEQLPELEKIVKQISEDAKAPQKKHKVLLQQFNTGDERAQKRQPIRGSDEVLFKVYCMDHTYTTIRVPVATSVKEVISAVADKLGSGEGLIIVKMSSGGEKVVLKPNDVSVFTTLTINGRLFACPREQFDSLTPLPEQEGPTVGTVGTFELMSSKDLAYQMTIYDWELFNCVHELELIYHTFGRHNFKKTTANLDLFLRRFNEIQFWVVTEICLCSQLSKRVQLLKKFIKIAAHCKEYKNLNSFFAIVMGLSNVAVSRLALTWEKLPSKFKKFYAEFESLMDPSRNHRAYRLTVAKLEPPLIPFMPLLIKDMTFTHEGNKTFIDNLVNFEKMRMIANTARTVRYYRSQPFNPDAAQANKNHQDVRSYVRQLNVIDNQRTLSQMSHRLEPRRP
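qHTS, titration series. 100 nM EPAC2 / 250 nM Rap1B-BODIPY-GDP / 50 uM GDP; RT; ex 480/em 540 nm, 5-min reads to 30 min. Norm. to 6.5 mM cAMP = activation.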
* hit, by the source's call; i = inactive; ? = inconclusive; · = no result given; [ ] = remark or other dose. Unless noted, calls come from the whole dose curve; as a rule, active = well fitted curve in the direction sought with a large enough effect; inconclusive = small, poorly fitted or top-dose-only effect, or another doubt; inactive = no such curve, though single readings can be large; an effect the other way counts as inactive or inconclusive.

entry	compound	Nrf2 block	ATXN viability	Nrf2 ARE act	TGFb SMAD3 inh	A549 viability	ATXN2 expr inh	HepG2 viability	IL-2 act	EPAC2 ag
1	O=C(OCc1nnc(-c2ccc([N+](=O)[O-])cc2)o1)C1CC(=O)N(CCc2ccccc2)C1 (centres undefined)	-1.7%	i	0.0%	-4.3%	-0.2%	-2.6%	-4.2%	-3.5	12.0%
2	O=C(O)c1cccc(N/N=C/c2ccc(F)c(F)c2)c1	?	i	-0.1%	0.7%	7.8%	29.3%	21.0%	0.2	5.2%
3	Cc1cc(C(F)(F)F)n2nc(C)c(-c3ccc(Cl)cc3)c2n1	16.9%	i	0.3%	-26.7%	-2.3%	-7.6%	3.9%	-0.5	-8.1%
4	Cc1ccc(C(=O)NC(=S)Nc2ccc(CN3CCCCC3)cc2)c(C)c1	-20.9%	i	0.2%[9.22 µM]	2.3%	-4.8%	-12.7%	-22.9%	-0.1	3.5%
5	Cc1c(CC(=O)O)c(=O)oc2c(C)c(OCc3ccccc3)ccc12	0.1%	i	0.2%	4.2%	-6.5%	17.5%	2.0%	-1.3	7.5%
6	Cc1ccccc1C(=O)Nc1sc2c(c1C(=O)N1CCCCC1)CCC(C(C)(C)C)C2 (centres undefined)	4.6%	i	-0.7%	-6.9%	3.1%	17.4%	-17.4%	·	·
7	CC(C)=NNC(=O)CN1C(=O)NC2NC(=O)NC21 (centres undefined)	2.3%	i	-1.3%	-16.7%	2.2%	-24.0%	-13.3%	-3.5	11.6%
8	CCCCn1c(N)c(N(CC)C(=O)C2=NN(c3ccccc3)C(=O)CC2)c(=O)[nH]c1=O	-29.1%	i	0.1%	-3.1%	-14.6%	-7.2%	8.4%	-0.4	3.8%
9	O=C(O)CC(NS(=O)(=O)c1ccc(Br)cc1)c1ccco1 (centres undefined)	3.7%	i	-0.1%	-11.3%	4.5%	3.0%	-0.6%	-1.3	9.0%
10	Cc1ccc(CN2CCC(N3CCC(C(=O)NCC4CCCO4)CC3)CC2)o1 (centres undefined)	-2.0%	i	2.0%	-14.5%	7.4%	1.8%	0.1%	-0.2	7.3%
11	Cc1cccc(NC(=O)C2CCCN(S(=O)(=O)c3ccc4c(c3)CCCC(=O)N4)C2)c1 (centres undefined)	?	?	0.3%	-5.6%	9.9%	-7.3%	-24.8%	·	·
12	O=C(CN1C(=O)NC2(CCCC2)C1=O)Nc1cc(C(F)(F)F)ccc1N1CCOCC1	?	i	2.2%	-10.0%	11.4%	-7.5%	-18.2%	-1.5	-0.9%
13	COc1ccc(C2N=C(N)N=C(N)N2c2ccc(C)cc2)cc1 (centres undefined)	6.0%	i	-0.3%	-1.8%	-4.5%	-12.5%	-3.5%	-1.1	-1.7%
14	O=c1c2ccccc2nc(SCc2ccccc2F)n1C1CCCC1	2.2%	i	0.0%	-1.3%	17.2%	-4.4%	-40.7%	-0.4	6.3%
15	O=C(CCc1[nH]c2ccccc2c1Sc1ccccc1)NCCO	-23.5%	i	-0.8%	-6.1%	3.5%	·	-0.8%	-0.3	9.8%
16	CCOC(=O)CCSCC(=O)Nc1cc(C)on1	3.7%	i	-0.4%	19.4%	-3.3%	1.5%	1.1%	-3.0	6.4%
17	CCOC(=O)c1nn(-c2ccc(C)cc2)c(=O)c2c(N)scc12	?	i	0.3%	?	-12.5%	-28.6%	-22.6%	0.0	-17.4%
18	CC(=O)N1CC2(c3ccccc3)CN(C(C)=O)CC(c3ccccc3)(C1)C2=O	?	i	0.7%	-3.2%	1.2%	-13.0%	-48.0%	-0.9	3.9%
19	CNC(=O)COC(=O)c1nc(-n2nc(C)cc2C)ccc1Cl	-15.3%	i	-0.5%	-7.3%	0.9%	-18.0%	5.9%	0.2	2.5%
20	CCOC(=O)c1cc(-c2ccc(OC)cc2F)nc2c1c(C)nn2CCC#N	?	i	-0.1%	-1.0%	-0.4%	1.0%	-49.6%	1.0	-6.8%
21	COc1ccc(C(CNC(=O)c2sccc2C)N2CCOCC2)cc1 (centres undefined)	9.8%	i	2.2%	5.8%	0.1%	29.9%	6.0%	-1.4	4.3%
22	CN(C)c1ccc(CNC(=O)C2COc3ccccc3C2)cc1 (centres undefined)	·	i	4.9%	0.5%	3.2%	35.5%	-14.5%	·	·
23	COc1ccc(OC)c(N(CC(=O)NCc2cccnc2)S(C)(=O)=O)c1	6.8%	i	0.1%	6.0%	-10.1%	-5.5%	0.6%	-2.4	3.7%
24	CCn1cc(C(=O)NCC(OC)OC)c(=O)c2cc(S(=O)(=O)N3CCOCC3)ccc21	-3.7%	i	-0.1%	12.9%	-1.3%	·	-1.4%	-0.7	10.8%
25	COC(=O)c1c(S(=O)(=O)NCc2ccccc2)sc(C(=O)O)c1C	?	i	2.2%	14.0%	-12.4%	5.5%	-17.9%	1.2	-2.3%

Reprinted at random: four records from the list
entry	compound	Nrf2 block	ATXN viability	Nrf2 ARE act	TGFb SMAD3 inh	A549 viability	ATXN2 expr inh	HepG2 viability	IL-2 act	EPAC2 ag
24	CCn1cc(C(=O)NCC(OC)OC)c(=O)c2cc(S(=O)(=O)N3CCOCC3)ccc21	-3.7%	i	-0.1%	12.9%	-1.3%	·	-1.4%	-0.7	10.8%
1	O=C(OCc1nnc(-c2ccc([N+](=O)[O-])cc2)o1)C1CC(=O)N(CCc2ccccc2)C1 (centres undefined)	-1.7%	i	0.0%	-4.3%	-0.2%	-2.6%	-4.2%	-3.5	12.0%
17	CCOC(=O)c1nn(-c2ccc(C)cc2)c(=O)c2c(N)scc12	?	i	0.3%	?	-12.5%	-28.6%	-22.6%	0.0	-17.4%
7	CC(C)=NNC(=O)CN1C(=O)NC2NC(=O)NC21 (centres undefined)	2.3%	i	-1.3%	-16.7%	2.2%	-24.0%	-13.3%	-3.5	11.6%

(next part)
entry	compound	Nrf2 block	ATXN viability	Nrf2 ARE act	TGFb SMAD3 inh	A549 viability	ATXN2 expr inh	HepG2 viability	IL-2 act	EPAC2 ag
26	CCOc1ccccc1NC(=O)Cn1ncc2ccc([N+](=O)[O-])cc21	-5.6%	·	?	-23.7%	-0.1%	-17.5%	6.8%	-2.7	18.4%
27	Cc1ccc(C(C(=O)NCc2ccccc2)N(C(=O)c2ccccn2)c2ccccc2)o1 (centres undefined)	7.1%	i	1.1%	4.6%	10.7%	9.8%	-21.6%	0.7	13.1%
28	Cc1ccc(S(=O)(=O)N2C[C@@H](C)[C@]3(C2)[C@H](O)[C@H](OC(=O)NC2CCCC2)C[C@H]2C(=O)N(c4ccccc4)C(=O)[C@H]23)cc1	·	i	-0.1%	-28.8%	·	-12.5%	-4.3%	-2.3	8.5%
29	CCOc1ccc(CN2C(=O)c3ccccc3C2=O)cc1C(=O)N1CCC(C(N)=O)CC1	7.5%	i	-0.4%	-12.8%	-0.3%	-10.2%	-49.3%	-3.5	4.0%
30	COC(=O)/C=c1/sc2nc3ccccc3n2c1=O	?	i	-0.3%	10.0%	-6.7%	-7.8%	4.2%	-1.9	-8.8%
31	COc1cccc(Oc2ncnc(N)c2[N+](=O)[O-])c1	-3.7%	i	11.6%	?	-6.9%	·	-8.0%	-0.1	5.7%
32	COc1ccc(-c2coc3cc(O[C@@H]4O[C@H](CO)[C@@H](O)[C@H](O)[C@H]4O)ccc3c2=O)cc1	?	i	-0.2%	0.7%	5.0%	45.5%[activator]	-8.6%	1.8	5.3%
33	COC(=O)CS(=O)(=O)c1nc2ccccc2nc1N1CCCCC1	7.1%	?	?	?	-3.8%	?	-86.6%	·	·
34	CC(C)COc1ccc(C(=O)Nc2onc3c2CCCC3)cc1	·	i	8.0%	1.4%	3.6%	-19.7%	-37.0%	·	·
35	Cc1ccc2oc(=O)n(CCNC(=O)Nc3ccccc3Cl)c2c1	-8.4%	i	-1.1%	?	13.0%	-3.1%	-8.7%	·	·
36	O=S(=O)(NCc1ccccc1)c1ccc(Cl)c(S(=O)(=O)NCc2ccccc2)c1	?	i	-0.5%	0.0%	-4.0%	0.1%	-19.0%	-4.0	8.1%
37	Cc1ccc(OCC(=O)N2CCc3ccccc3C2)c(C)c1	3.2%	i	0.1%	?	7.6%	13.0%	17.9%	-0.8	9.0%
38	COc1ccc2c(c1)CC(C(=O)NCCCN1CCN(c3cccc(Cl)c3)CC1)CO2 (centres undefined)	·	·	4.8%	?	4.7%	·	-30.6%	·	·
39	O=C1Nc2ccccc2C1Cc1ccccn1 (centres undefined)	-1.1%	i	13.5%	2.9%	4.6%	-12.0%	-2.7%	1.3	13.3%
40	Clc1ccccc1N1CCN(Cc2nnc(-c3ccccc3)o2)CC1	-14.9%	i	2.4%	-24.4%	0.4%	-8.8%	-18.9%	·	·
41	CCC(Sc1nc2ccccc2s1)C(=O)Nc1nnc(C)s1 (centres undefined)	1.1%	i	2.1%	5.4%	0.6%	-0.6%	-4.9%	3.1	9.5%
42	O=C(c1cc2nc(-c3ccco3)cc(C(F)(F)F)n2n1)N1CCc2ccccc2C1	?	i	?	-4.1%	5.2%	-7.4%	-9.4%	7.1	7.0%
43	C/C(=N/O)c1cccc(N2Cc3ccccc3C2)c1	8.7%	i	3.7%	1.3%	-17.0%	-6.8%	1.1%	-0.2	2.8%
44	Cc1cc(OCc2cc(C(=O)NC3CCC3)no2)cc(C)c1Cl	?	i	-0.2%	25.6%	7.0%	·	-9.0%	0.5	6.2%
45	Cc1cc(=O)oc2cc(OCC(=O)N/N=C/c3ccccc3[N+](=O)[O-])ccc12	?	i	-0.3%	3.3%	-2.9%	-6.5%	-51.3%	-3.1	3.3%
46	CCc1ccc2c(c1)NC(=O)C2(C)Cc1ccccc1OC (centres undefined)	·	?	4.0%	-8.7%	·	-28.1%	-9.8%	0.1	8.7%
47	CCN(CC(=O)NCc1cccs1)C(=O)c1cc(=O)[nH]c2ccccc12	3.0%	i	-0.7%	3.2%	2.7%	2.1%	-0.8%	4.6	-0.3%

Rows were taken by chance. About 4.3% of those tested had a hit in this group.
